Screens: PubChem, National Center for Advancing Translational Sciences (NCATS)
FLuc counter – qHTS profiling assay for firefly luciferase inhibitor/activator using purifed enzyme and Km concentrations of substrates (counterscreen for miR-21 project) | Luciferin 4-monooxygenase (Photinus pyralis), P08659 | purified FLuc, Km substrates, luminescence inhibition | Potency, µM (titrated, usually from 57.5 µM), for the others: at the top dose activity change, negative = inhibition, usual class: inhibitors | 6.9% of 360,000 active;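 also: plate controls were vehicle for no effect and reference inhibitor for full effect; nearly all actives have a fitted effect of over 55% in size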
Target sequence (P08659 whole entry, looked up): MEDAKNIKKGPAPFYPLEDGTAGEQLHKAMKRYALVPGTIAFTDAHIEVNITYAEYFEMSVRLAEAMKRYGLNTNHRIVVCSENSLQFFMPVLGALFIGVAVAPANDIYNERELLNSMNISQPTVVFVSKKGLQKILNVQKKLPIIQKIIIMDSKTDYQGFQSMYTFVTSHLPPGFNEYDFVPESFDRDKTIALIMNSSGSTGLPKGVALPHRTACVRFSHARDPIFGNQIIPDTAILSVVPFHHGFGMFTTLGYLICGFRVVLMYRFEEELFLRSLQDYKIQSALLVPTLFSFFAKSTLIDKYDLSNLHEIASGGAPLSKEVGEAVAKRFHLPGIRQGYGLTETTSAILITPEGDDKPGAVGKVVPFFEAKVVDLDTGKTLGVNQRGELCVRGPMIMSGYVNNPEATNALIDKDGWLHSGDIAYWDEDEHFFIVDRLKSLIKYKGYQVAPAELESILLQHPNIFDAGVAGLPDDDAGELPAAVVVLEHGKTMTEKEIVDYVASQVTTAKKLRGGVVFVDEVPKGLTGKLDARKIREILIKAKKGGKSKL
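Biochemical qHTS of compounds, final roughly 60 µM downward over six points, against 10 nM purified firefly luciferase using Km concentrations of substrates (10 uM D-luciferin, 10 uM ATP) in Tris acetate pH 7.5 buffer; luminescence output.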
BRCA1 expr up – qHTS Assay to Identify Small Molecule Activators of BRCA1 Expression; MCF7-BRCA1-FFLuc reporter, luminescence, 48 h; response scale: scaled: vehicle 0%, 10 µM genistein 100%; 1.1% of 380,000 active; Potency, µM (titrated, usually from 46.1 µM), for inactives: at the top dose activation, hits mostly activators; also: nearly all actives have a fitted effect of over 80% in size; some results filed as inactive show a strong effect at the top dose
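Compounds are tested at multiple concentrations on MCF7 BRCA1-luciferase reporter cells seeded at 2000 per well; after 48 h, a single luminescence end-point is taken and curves fitted to the normalized data.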
An asterisk follows results filed as active; ? = inconclusive. Calls follow the shape of the dose curve; as a rule, active = well fitted curve in the direction sought with a large enough effect; inconclusive = small, poorly fitted or top-dose-only effect, or another doubt; inactive = no such curve, though single readings can be large; an effect the other way counts as inactive or inconclusive. Potency is read from the fitted curve at half-maximal effect. This is a subset; the hit share may differ from the screen's.

SMILES	FLuc counter	BRCA1 expr up
O=[N+]([O-])c1cc(-c2nc(-c3ccccc3)no2)ccc1N1CCN(c2ccccc2)CC1	-2.2%	7.4%
O=C(Nc1cc(-c2nc3cc(Cl)ccc3o2)ccc1Cl)c1cc2ccccc2o1	4.3%	-4.5%
Cc1ccc(NC(=O)Cn2nc(C(F)(F)F)c3c2CCCC3)cc1C	-2.6%	-3.0%
Fc1ccccc1Nc1ncnc2c1nc1n2CCCCC1	12µM*	?
O=C(C1CCC1)N1CCc2cc(S(=O)(=O)N3CCN(c4ccccc4)CC3)ccc21	1.2%	-3.1%
Cc1ccc(Cl)cc1NC(=O)Cn1c(=O)cc(C)c2c(C)nn(C)c21	-1.1%	4.7%
Cc1cccc(C)c1NC(=O)CN1C(=O)c2ccccc2Sc2ncccc21	-0.1%	11.8%
Cc1ccc(Cl)cc1N1CCN(C(=O)Cn2cnc3sc(C)c(S(=O)(=O)N4CCC(C)CC4)c3c2=O)CC1	-2.7%	1.0%
COC(=O)C(C)Sc1nc2c([nH]c3ccccc32)c(=O)n1-c1ccc(OC)cc1 (stereo not drawn)	2.8%	-2.7%
Cc1ccc(C2CC(=O)Nc3cc4c(cc32)OCCO4)cc1Br (stereo not drawn)	-15.0%	4.2%
COc1cc(/C=C(\C#N)c2nc3ccccc3[nH]2)cc(Cl)c1OCc1ccccc1Cl	-2.6%	-31.6%
COc1ccc(-c2nc(C)c(CCNC(=O)C(=O)Nc3cccc(F)c3)s2)cc1OC	4.2%	0.6%

A draw from above in order of heavy-atom count, smallest number first:
SMILES	FLuc counter	BRCA1 expr up
Fc1ccccc1Nc1ncnc2c1nc1n2CCCCC1	12µM*	?
Cc1ccc(C2CC(=O)Nc3cc4c(cc32)OCCO4)cc1Br (stereo not drawn)	-15.0%	4.2%
Cc1ccc(Cl)cc1NC(=O)Cn1c(=O)cc(C)c2c(C)nn(C)c21	-1.1%	4.7%
COC(=O)C(C)Sc1nc2c([nH]c3ccccc32)c(=O)n1-c1ccc(OC)cc1 (stereo not drawn)	2.8%	-2.7%
O=C(C1CCC1)N1CCc2cc(S(=O)(=O)N3CCN(c4ccccc4)CC3)ccc21	1.2%	-3.1%
COc1ccc(-c2nc(C)c(CCNC(=O)C(=O)Nc3cccc(F)c3)s2)cc1OC	4.2%	0.6%
Cc1ccc(Cl)cc1N1CCN(C(=O)Cn2cnc3sc(C)c(S(=O)(=O)N4CCC(C)CC4)c3c2=O)CC1	-2.7%	1.0%

New compounds follow:
SMILES	FLuc counter	BRCA1 expr up
COc1ccc(Cn2c(C(=O)O)c(CNCCc3cccs3)c3ccc(OC)cc32)cc1	-1.1%	0.0%
CCOc1ccc(NC(=O)Cn2c(=O)oc3cc(S(=O)(=O)NC4CCCC4)ccc32)cc1	?	2.3%
COc1ccc(OC)c(S(=O)(=O)NCc2cccn2Cc2cccc(C)c2)c1	-1.0%	0.0%
O=C(c1cc(-c2ccc(Cl)cc2)on1)N(Cc1cccc(F)c1)Cc1ccco1	-3.6%	-0.3%
CSc1nn(Cc2ccc(Cl)cc2)c(N(C(C)=O)C(C)=O)c1S(=O)(=O)c1ccccc1	1.8%	-14.5%
COc1ccc(CNC(=O)c2ccc3nc(CCc4ccccc4)oc3c2)c(OC)c1	-16.9%	2.7%
COc1cccc(CNC(=O)Nc2cn(CC(C)C)c(=O)c3ccccc23)c1	0.9%	0.9%
COc1cccc(C(=O)Nc2ccc3nc(N4CCC(C)CC4)cc(C)c3c2)c1	-10.9%	-42.8%
Cc1ccc(C(=O)c2cn(Cc3ccc(F)cc3)c3nc(C)ccc3c2=O)cc1	-4.8%	-5.5%
COc1ccc(CCNC(=O)CSc2nc(-c3ccc(F)cc3)cc(C(F)(F)F)n2)cc1OC	2.6%	-3.5%
O=C1[C@@H]2CSC(c3ccc(C(F)(F)F)cc3)N2C(=O)N1c1ccccc1 (stereo partly drawn)	-0.4%	0.0%
Cc1ccc(-c2nc(N3CCCC(C)C3)c3ccccc3n2)cc1 (stereo not drawn)	6.0%	0.0%

Individual results from above.
`Cc1ccc(-c2nc(N3CCCC(C)C3)c3ccccc3n2)cc1` (stereo not drawn) | FLuc counter: 6.0%
`CCOc1ccc(NC(=O)Cn2c(=O)oc3cc(S(=O)(=O)NC4CCCC4)ccc32)cc1` | BRCA1 expr up: 2.3%
`COc1cccc(CNC(=O)Nc2cn(CC(C)C)c(=O)c3ccccc23)c1` | BRCA1 expr up: 0.9%
`COc1ccc(Cn2c(C(=O)O)c(CNCCc3cccs3)c3ccc(OC)cc32)cc1` | FLuc counter: -1.1%

The list goes on:
SMILES	FLuc counter	BRCA1 expr up
Cc1cccc(CNC(=O)CN2C(=O)CSc3c2c(C)nn3-c2ccccc2)c1	1.8%	0.0%
Cc1ccc(C)c(N2CCN(C(=O)Cn3cnc4sc(C)c(S(=O)(=O)N5CCN(c6ncccn6)CC5)c4c3=O)CC2)c1	11.2%	-43.2%
COc1ccc(CCNc2nc(-c3ccccc3OC)cc(C(F)(F)F)n2)cc1OC	-5.2%	-16.0%
CCOc1ccc(CC(=O)NCCc2csc(-c3ccc(C(F)(F)F)cc3)n2)cc1	0.2%	0.9%
COc1ccc(-c2cc(C(F)(F)F)nc(SCCC(=O)Nc3ccccc3F)n2)cc1	-1.2%	18.4%
COc1ccccc1CNC(=O)CSc1ncc2c(n1)-c1ccccc1N(Cc1ccc(C)cc1)S2(=O)=O	-9.3%	1.3%
CCOC(=O)c1cccc(NS(=O)(=O)c2ccc(-c3coc(C)n3)cc2)c1	?	1.6%
COc1ccc(OC)c2sc(N3CCN(C(=O)c4ccc5c(c4)CCCC5)CC3)nc12	-17.6%	-48.9%
COc1ccc(-c2ccc3c(N)c(C(=O)Nc4cc(F)ccc4C)sc3n2)cc1	?	5.8%
CCc1cccc(NC(=O)C2CCN(C(=O)c3cnn(-c4ccccc4)c3-n3cccc3)CC2)c1	?	-27.8%
Cn1c(Oc2cccc(Cl)c2)nc2c1c(=O)n(Cc1ccccc1Cl)c(=O)n2C	-0.3%	12.4%
Cc1ccc(NC(=O)CCc2nc(-c3ccccc3F)no2)c(C)c1	-2.1%	6.2%
COc1ccc(Cl)cc1NC(=O)CCS(=O)(=O)c1cccc2nonc12	-5.0%	-22.2%
COc1cc(C2CC(=O)N(Cc3cccc(F)c3)c3ccccc3S2)cc(OC)c1OC (stereo not drawn)	-11.9%	-17.1%
CCC(=O)N1CCc2cc(S(=O)(=O)CCC(=O)Nc3ccc(Cl)c(C(F)(F)F)c3)ccc21	0.6%	-56.2%
Cn1nnnc1SCCCNCc1ccccc1OCc1ccccc1Cl	-4.8%	-19.7%
Fc1ccc(Nc2ncnc3c2nc2n3CCCCC2)c(F)c1	21.3µM*	?
CC(=O)c1cccc(NC(=O)CSc2nc(=O)n(Cc3cccnc3)c3c2CCC3)c1	-0.3%	0.0%
Cc1ccc(C(=O)NCC(=O)OCc2cc(=O)n3nc(C4CCCCC4)sc3n2)cc1	?	-2.5%
CCc1ccc(NCc2cc3ccc(OC)cc3n(CC(=O)Nc3ccc(F)cc3F)c2=O)cc1	5.8%	-38.4%
CCc1ccccc1N(C)S(=O)(=O)c1ccc2c(c1)C(C)(C)C(=O)N2C	2.3%	-4.7%
O=C(c1cnn(-c2ccc(F)cc2)c1-n1cccc1)N1CCN(c2ccc(Cl)cc2)CC1	-9.6%	15.8%
Cc1cccc(-n2c(=O)c3c(c4cc(C)ccc4n3C)n(CC(=O)Nc3ccccc3Cl)c2=O)c1	-3.5%	7.7%
COc1ccc(Nc2cc(C)c3cc(NC(=O)c4cc(OC)cc(OC)c4)ccc3n2)cc1	-2.9%	-64.2%
COc1cc(NC(=O)CC(C)S(=O)(=O)c2cc3c4c(c2)CCN4C(=O)CC3)cc(OC)c1 (stereo not drawn)	3.0%	-1.6%
O=C(OCc1ccccc1Cl)c1ccc(-c2nnn(Cc3ccccc3Cl)n2)cc1	-6.2%	3.0%
CCOc1ccc(CCNC(=O)c2c(C)oc3ncn(C)c(=O)c23)cc1	-15.7%	3.4%
CCOC(=O)c1ccc(NC(=O)CN(c2ccc(C)cc2)S(=O)(=O)c2c(C)noc2C)cc1	1.4%	-33.7%
C=Cc1ccc(Cn2c(C(=O)O)c(CNCc3ccccc3)c3ccc(C)cc32)cc1	-10.9%	-50.0%
COc1ccc(Cn2ccc3nc(C)c(C(=O)Nc4ccc(OC)c(OC)c4)cc3c2=O)cc1	2.3%	11.0%
COc1ccc(Nc2nc3c(S(=O)(=O)c4ccccc4)nnn3c3ccc(Cl)cc23)cc1	0.3%	14.8%
Cc1ccccc1-c1noc(-c2ccccc2OCC(=O)Nc2cccc([N+](=O)[O-])c2)n1	3.0%	0.0%
CCOc1ccc(CN2C(=O)c3ccccc3Sc3ccc(C(=O)NC)cc32)cc1	-19.1%	9.4%
COc1ccccc1C(=O)NCCn1cc(SCC(=O)Nc2ccccc2F)c2ccccc21	-16.8%	2.0%
O=C(CSc1nccn1-c1ccccc1)Nc1nc2ccccc2s1	23.9µM*	11.2µM*
Cc1cccc(N2CCN(C(=O)c3c(C)oc4ncnc(N5CCCCC5)c34)CC2)c1C	-0.3%	3.6%
COC(=O)C1=C(c2ccccc2)c2ccccc2S(=O)(=O)N1CC(=O)Nc1ccccc1Cl	-11.6%	-0.4%
CCc1ccccc1Nc1nn2c(=O)c3ccc(C(=O)NCc4ccc(C)cc4)cc3nc2s1	4.6%	-19.0%
Cc1ccc(NC(=O)C(CC(C)C)NS(=O)(=O)c2ccc3c(c2)oc(=O)n3C)c(C)c1 (stereo not drawn)	-2.1%	12.7%
N#Cc1ccc(CN2C(=O)c3ccccc3Sc3ccc(C(=O)OCc4ccco4)cc32)cc1	-0.5%	10.3%
Cc1cc(N2CCC(C)CC2)nc2ccc(NC(=O)/C=C/c3cccc(Cl)c3)cc12	4.2%	-6.0%
CCn1c(=O)n(-c2ccc3c(c2)OCO3)c2nc(-c3cccc(OC)c3OC)nc(C(N)=O)c21	-2.0%	4.9%
Cc1ccc(NC(=O)c2c(C)oc3c2C2=NCCN2C=N3)cc1F	-6.5%	-1.3%
Cc1ccc(CNC(=O)CCCCn2c(=O)c3ccccc3n(Cc3ccc(C)cc3)c2=O)cc1	2.0%	5.8%
COc1ccc(CNC(=O)c2cc3c(=O)n(C)c4ccccc4c3n2C)c(OC)c1	3.6%	3.0%
COc1ccccc1N1CCN(C(=O)CN2C(=O)COc3ccc(S(=O)(=O)N4CCCC4)cc32)CC1	-1.1%	17.7%
COc1ccc(-n2c(SCC(=O)NC3CCCCC3)nc3c([nH]c4ccccc43)c2=O)cc1	-0.1%	-4.9%
CCOC(=O)c1ccc(NS(=O)(=O)c2cn(C)c(C)n2)cc1	0.3%	-5.6%
O=c1c2c(-c3ccc(Cl)cc3)ccnc2[nH]n1-c1ccccc1	-14.0%	5.7%
CCC(C)n1c(=N)c(S(=O)(=O)c2ccc(C)cc2)cc2c(=O)n3cc(C)ccc3nc21 (stereo not drawn)	-1.4%	17.0%
Cc1cccc(-c2nc(SCC(=O)Nc3cccc(C(F)(F)F)c3)n3[nH]c(=O)cc3n2)c1	?	0.0%
O=C(Cn1c(=O)n(-c2ccc(F)cc2)c(=O)c2sc3ccccc3c21)NC1CCCC1	1.3%	-12.4%
CCOC(=O)c1noc2ncn(CC(=O)Nc3cc(Cl)ccc3OC)c(=O)c12	-2.1%	5.8%
CC(=O)Nc1cc(C(=O)NCc2ccc(F)cc2)ccc1S(=O)(=O)c1ccc(C)cc1	-4.5%	6.1%
COc1ccc(OC)c(NC(=O)N2CCN(S(=O)(=O)c3ccc4c(ccn4C)c3)CC2)c1	-4.7%	-17.4%
Cc1cccc(S(=O)(=O)c2cn(Cc3ccccc3)c3cc(N4CCC(C)CC4)c(F)cc3c2=O)c1	-4.1%	6.0%
Cc1ccc(N(CC(=O)Nc2cccc(F)c2)S(=O)(=O)c2cccs2)cc1	-9.9%	-4.5%
O=C(c1ccc2c(c1)N(Cc1ccccc1F)C(=O)c1ccccc1S2(=O)=O)N1CCCCCC1	-0.8%	-20.5%
Clc1cccc(N2CCN(c3nc4ccccc4c4nc(-c5ccccc5)nn34)CC2)c1	0.1%	-12.5%
COc1ccccc1NC(=O)CC(c1cc(OC)c(OC)c(OC)c1)N1Cc2ccccc2C1=O (stereo not drawn)	2.8%	-14.7%
Additional entries follow.
SMILES	FLuc counter	BRCA1 expr up
Cn1cc(S(=O)(=O)N2CCCCCC2)cc1C(=O)NCc1ccc(Cl)cc1	-7.1%	-29.6%
CCOc1ccc(C(=O)c2cn(CC(=O)Nc3ccc4c(c3)OCCO4)c3ccc(F)cc3c2=O)cc1	-4.6%	4.5%
Cc1ccc(-c2nnn3c2nc(NCC(C)c2ccccc2)c2ccccc23)cc1 (stereo not drawn)	?	-34.0%
Cc1cccc(-c2noc(-c3cccnc3NCc3ccco3)n2)c1	?	-0.6%
Cc1cn2c(=O)cc(COc3cc(C)c(Cl)c(C)c3)nc2s1	1.1%	-12.2%
O=C(Cn1ncc2c1-c1ccccc1OC2)N1CCN(c2ccccc2F)CC1	1.4%	9.4%
COc1ccccc1C1C(C(=O)N2CCCCC2)=C(C)Nc2nc3ccccc3n21 (stereo not drawn)	1.7%	1.1%
Cc1ccc2nc(NCc3ccccc3)c3nncn3c2c1	-6.6%	0.0%
